Assay outcomes (PubChem)
CHO-K1 Ca antag – counter-screen for M1 antagonists: effect in parental CHO-K1 cells | ATP-induced calcium, Fluo-8 fluorescence | inhibition, % at 3 µM | hit rate 0.6% among 360,000;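 active means inhibition above a per-plate cutoff, the plate's mean sample inhibition plus 3 SD, cut at about 24% in these data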;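 further: 0% = DMSO plus EC80 ATP and 100% = DMSO alone without ATP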
CHRM1 agonist – human M1 muscarinic receptor agonists, primary screen, Fluo-8 calcium fluorescence, CHO-K1 cells, HTS; AID 588814, 2011; hit rate 0.33% among 360,000; CHO-K1 hM1, agonist mode; 0% DMSO, 100% acetylcholine EC100; Muscarinic acetylcholine receptor M1 (Homo sapiens), P11229; activation, % at 3 µM;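 active means activation above the run's mean compound activation plus 3 SD, cut at about 16% in these data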;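 further: peak over basal fluorescence ratio within a 140 s kinetic read after compound addition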
Target sequence (P11229 whole entry, looked up): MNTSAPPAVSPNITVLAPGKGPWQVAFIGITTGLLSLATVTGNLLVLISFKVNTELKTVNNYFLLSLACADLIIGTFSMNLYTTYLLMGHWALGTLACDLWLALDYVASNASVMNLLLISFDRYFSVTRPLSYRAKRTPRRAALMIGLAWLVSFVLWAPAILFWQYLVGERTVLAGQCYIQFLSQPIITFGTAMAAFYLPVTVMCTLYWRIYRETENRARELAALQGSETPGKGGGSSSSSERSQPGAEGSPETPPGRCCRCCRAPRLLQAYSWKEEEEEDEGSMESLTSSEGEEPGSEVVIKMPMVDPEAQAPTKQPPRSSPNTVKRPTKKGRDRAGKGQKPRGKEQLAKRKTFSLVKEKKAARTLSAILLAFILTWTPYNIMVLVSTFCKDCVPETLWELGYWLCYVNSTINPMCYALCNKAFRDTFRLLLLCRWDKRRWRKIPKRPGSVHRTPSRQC
CHO parental Ca – ATP-evoked calcium signal inhibitors, parental CHO, primary screen, counter-screen for OX1R antagonist project, cell-based, fluorescence, Fluo-8 calcium dye | AID 463079, 2010 | inhibition, % at 5.6 µM | hit rate 0.63% among 330,000 | parental CHO-K1, ATP-induced calcium, Fluo-8 fluorescence;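 active means inhibition above that plate's mean sample inhibition plus 3 SD, cut at about 26% in these data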;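 further: 0% = ATP-challenged DMSO wells and 100% = DMSO wells without ATP; some compounds past the cut are filed as inactive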
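test system = CHO parental line | reagent = ATP stimulus | measured by = intracellular calcium via Fluo-8 no-wash fluorescent dye | control set = ATP and no-ATP DMSO wells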
CHO-K1 Ca PAM – nonselective calcium activators in parental CHO-K1 cells, primary screen, counter-screen for M1 PAM project, cell-based, Fluo-8 calcium fluorescence, full deck, 1536-well | ATP EC20; 0% at ATP EC20, 100% at ATP max | activation, % at 3 µM | hit rate 0.02% among 360,000 | AID 602247, 2012;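 active means activation above the run cutoff, the mean activation of all test compounds plus 3 SD, cut at about 40% in these data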;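 further: peak over basal fluorescence ratio in a 140 s read after ATP addition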
M1 ag parental – counter-screen for M1 agonists: effect in parental CHO-K1 cells. Fluo-8 calcium fluorescence; scaled to maximal ATP response, vehicle zero. activation, % at 3 µM. hit rate 0.48% among 360,000. AID 602248, 2012; in the data active means activation above about 15%;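 further: untransfected CHO-K1 host cells lacking M1 receptor as counterscreen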
TAAR1 ag – human TAAR1 agonists, primary screen, Fluo-8 calcium fluorescence, CHO RD-HGA16 cells | activation, % at 3 µM | Trace amine-associated receptor 1 (Homo sapiens), Q96RJ0 | hit rate 0.99% among 360,000 | vehicle wells 0%, saturating PEA agonist 100%;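 active means activation above the mean activation of all test compounds in the run plus 3 SD, cut at about 38% in these data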
Target sequence (Q96RJ0 whole entry, looked up): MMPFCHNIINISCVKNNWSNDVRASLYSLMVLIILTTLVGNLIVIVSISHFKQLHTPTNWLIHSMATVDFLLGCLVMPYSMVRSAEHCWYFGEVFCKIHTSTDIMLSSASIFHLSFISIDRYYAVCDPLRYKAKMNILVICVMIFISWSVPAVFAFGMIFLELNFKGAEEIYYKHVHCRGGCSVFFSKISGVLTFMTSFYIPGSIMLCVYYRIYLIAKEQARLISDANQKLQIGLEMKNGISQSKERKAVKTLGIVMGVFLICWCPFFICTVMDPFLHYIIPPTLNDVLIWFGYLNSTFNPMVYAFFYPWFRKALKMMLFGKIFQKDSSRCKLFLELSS
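Test system: RD-HGA16 (CHO) cells co-expressing Gα16 and hTAAR1 / Benchmarks: DMSO vehicle as 0%, PEA at EC100 as 100% / Repeats: no replicates (n 1) / Measure: % activation from peak over basal fluorescence ratio, DMSO-to-PEA scaled / Timing: 17-24 h plating, Fluo-8 75 min 37 °C, 30 min RT / Technique: kinetic Fluo-8 calcium fluorescence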
TAAR1 antag – human TAAR1 antagonists, primary screen, Fluo-8 calcium fluorescence, CHO RD-HGA16 cells. antagonist. inhibition, % at 3 µM. hit rate 1.5% among 360,000. AID 624466, 2012;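 active means inhibition above a per-plate cutoff, the mean inhibition of test compounds on that plate plus 3 SD, cut at about 49% in these data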;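 further: 0% = DMSO plus EC80 beta-PEA response and 100% = DMSO alone without agonist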
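Material: RD-HGA16 CHO cells with stable hTAAR1 and Gα16; Dosing: single nominal final test compound concentration of 3 µM; Schedule: seeding 17-24 h prior, 75-min 37 °C, 30-min RT dye loading; Detection: kinetic Fluo-8 calcium fluorescence measurement; Measure: % inhibition from peak post-agonist over basal fluorescence ratio; Benchmarks: vehicle and agonist controls.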
M1 antag – human M1 muscarinic receptor antagonists, primary screen, CHO-K1 cells, Fluo-8 calcium fluorescence, 1536-well | Muscarinic acetylcholine receptor M1 (Homo sapiens), P11229 | CHO-K1 hM1, ACh EC80 antagonist | hit rate 1.3% among 360,000 | inhibition, % at 3 µM;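 active means percent inhibition above its own plate's cutoff, namely the mean of that plate's compound wells plus 3 SD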;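 further: peak over basal fluorescence ratio during 140 s after agonist addition; 0% = ACh EC80 plus DMSO and 100% = DMSO alone without agonist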
CHRM1 PAM – human M1 muscarinic receptor positive allosteric modulators, primary screen, CHO-K1 cells, Fluo-8 calcium fluorescence, 1536-well. Muscarinic acetylcholine receptor M1 (Homo sapiens), P11229. CHO-K1 hM1, ACh EC20; 0% = ACh EC20, 100% = maximal ACh. activation, % at 3 µM. hit rate 0.088% among 360,000; in the data active means activation above about 19%, passing the limit was not always enough
The depositor's hits bear a star; nt = not tested or not shown.

SMILES	CHO-K1 Ca antag	CHRM1 agonist	CHO parental Ca	CHO-K1 Ca PAM	M1 ag parental	TAAR1 ag	TAAR1 antag	M1 antag	CHRM1 PAM
CCCCCSc1nc(C)c(CC(=O)O)c(=O)[nH]1	-5	-2	6	15	0.4	-1	7	-27	8
COC(=O)c1scc(C)c1N/N=C(\C)c1ccc(F)cc1F	-1	-4	-11	14	0.5	9	8	0	4
O=S(=O)(c1ccc(NC(=S)N2CCN(c3ccc(O)cc3)CC2)cc1)N1CCOCC1	-2	-3	7	3	2.5	4	20	-5	2
Cc1ccc(NC(=S)N(Cc2cccc(Br)c2)CC2CCC(C(=O)O)CC2)cc1 (stereo not given)	-6	-1	2	9	0.0	0	27	-10	13
CC1(C)Cc2ccccc2C(NNC(=O)c2ccccc2)=N1	1	-4	-4	-3	0.6	4	-12	-4	5
Cc1ccc(N(CC(=O)NC2CCCC2)C(=O)CCC(=O)Nc2ccccn2)cc1	-13	1	-1	-7	1.5	-3	9	-19	21
CCS(=O)(=O)N1CCC(NC(=O)C(Cc2cc(OC)ccc2OC)NC(C)=O)CC1 (stereo not given)	9	-1	-1	-20	-0.4	0	-7	14	-7
CCOC(=O)c1cc(CC)sc1N1C(=O)CC(Sc2ncccc2C(=O)O)C1=O (stereo not given)	-13	-1	4	2	0.0	14	8	1	2
Nc1cc(-c2cccc(F)c2)nn1S(=O)(=O)c1cccc2nsnc12	-7	-6	-5	13	0.2	1	-17	-17	10
CC1=C(c2ccccc2)[N+](=O)C2(CCCCC2)N1[O-]	1	-5	2	14	0.7	1	9	-6	5
CC(C)C(=O)c1cn(CC(=O)O)c2ccccc12	-8	-2	-4	23	0.4	4	0	-10	5
O=C1c2ccccc2C2N1CCCN2C(=O)c1sc2ccccc2c1Cl (stereo not given)	11	1	nt	-15	8.6	9	31	23	-20
O=C(Nc1nnc(SCCN2CCOCC2)s1)C1CC(=O)N(c2ccccc2)C1 (stereo not given)	0	-4	-15	8	0.5	2	-9	-12	3
O=C(NCCc1ccccc1)c1ccc2nc3cc(Cl)ccc3c(=O)n2c1	-6	0	-9	-9	0.7	12	-3	19	-9
Cc1cc(N)n(-c2ccc3ccccc3c2)n1	0	-1	-17	5	-0.6	2	1	8	5
CCOC(=O)N1CCC(NCc2c(C(=O)N(C)Cc3ccccc3)nc3ccccn23)CC1	-4	-9	-14	24	0.2	0	-12	-9	8
Cc1ccc(C(=O)N[C@H](C(=O)Nc2ccc(F)cc2)C(C)C)cc1	-22	-6	-15	18	1.7	-1	-13	-13	8
C/C(N)=C(/C#N)C(=O)COC(=O)c1cc(-c2ccc(C)cc2)nc2ccccc12	-7	-6	-10	19	0.8	3	-5	-11	15
Cc1ccc(N)c(C(=O)CCCCC(=O)O)c1	3	-2	-7	4	0.1	12	1	-3	4
CC(C)(C)NC(=O)CN(C(=O)C(=O)Nc1ccc2c(c1)OCCO2)C1CC1	-9	-2	-4	4	1.5	-3	11	-4	4
O=c1nc2ccccc2c2n1CC(CN1CCN(C(c3ccccc3)c3ccccc3)CC1)N2 (stereo not given)	-9	-15	-17	-2	-0.8	-1	13	9	-19
COc1ccc(NC(=O)CC2Sc3ncnn3C2=O)cc1 (stereo not given)	4	-4	-10	-9	-0.6	1	-21	-17	13
CC(=O)c1ccc(OCc2cc(C(=O)N(C)Cc3cc(C)no3)no2)cc1	-7	-1	0	15	1.9	3	2	-10	8
COc1ccc(Cl)cc1Nc1nc(NCCO)nc(N2CCCCC2)n1	-2	1	-19	17	0.4	10	13	-2	3
COc1ccc(CCN2C(=O)c3ccccc3C2(O)c2ncc[nH]2)cc1OC (stereo not given)	-2	-2	-12	-1	-0.3	14	-9	8	-5
N#Cc1ccccc1CSCCNC(=O)Cc1c(F)cccc1Cl	-4	-4	-8	4	1.4	-2	5	10	-8
O=[N+]([O-])c1cccc(C(=Nc2ccccc2Cl)NO)c1	-13	-6	-1	10	-0.2	2	6	-3	6
COc1ccc(NC(=O)CN2C(=O)C(C)Oc3ccccc32)cc1 (stereo not given)	-7	-2	-12	-3	0.9	9	9	-14	10
CCOc1ccc(NC(=O)C2CCC(CNc3c(N4CCCCC4)c(=O)c3=O)CC2)cc1 (stereo not given)	-15	-4	-2	24	1.0	30	-12	-22	20
CNC(=S)N/N=C/c1cc(C)n(-c2ccc(Cl)c(Cl)c2)c1C	-9	-11	-13	27	2.1	31	70*	9	-1

Structural class: those above containing an NH in an aromatic ring
SMILES	CHO-K1 Ca antag	CHRM1 agonist	CHO parental Ca	CHO-K1 Ca PAM	M1 ag parental	TAAR1 ag	TAAR1 antag	M1 antag	CHRM1 PAM
CCCCCSc1nc(C)c(CC(=O)O)c(=O)[nH]1	-5	-2	6	15	0.4	-1	7	-27	8
COc1ccc(CCN2C(=O)c3ccccc3C2(O)c2ncc[nH]2)cc1OC (stereo not given)	-2	-2	-12	-1	-0.3	14	-9	8	-5

Carrying on:
SMILES	CHO-K1 Ca antag	CHRM1 agonist	CHO parental Ca	CHO-K1 Ca PAM	M1 ag parental	TAAR1 ag	TAAR1 antag	M1 antag	CHRM1 PAM
COc1ccc(N(C(=O)C(C)C)S(=O)(=O)c2cccc3cccnc23)cc1	4	-8	-10	-9	0.1	4	-9	5	1
Oc1ccc(Oc2ncc(Cl)cc2Cl)cc1	6	-4	0	4	-0.3	4	4	-3	9
CN(C)c1cc(-c2cccc(C(F)(F)F)c2)oc(=O)c1Cl	2	-3	-14	0	4.4	1	-17	2	-1
CCN(Cc1ccccc1)C(c1ccc(C)cc1)c1nnnn1C(C)(C)C (stereo not given)	3	-2	-7	-7	0.1	8	7	-8	10
CCOc1ccc(NC(=O)CCSc2ccc3ccccc3n2)cc1	-5	-4	-18	11	1.2	-2	-18	2	1
CC1(c2nnc(Cc3ccccc3)o2)CC(c2ccc([N+](=O)[O-])cc2)=NO1 (stereo not given)	-12	-3	0	1	0.1	5	7	-7	11
CC1CN(C(=O)c2cc(S(=O)(=O)N3CCCC3)ccc2Cl)CC(C)O1 (stereo not given)	-3	-3	nt	9	1.0	1	-8	-8	5
O=C(/C=C/c1ccco1)OCC(=O)c1cccc([N+](=O)[O-])c1	-16	-11	-2	18	1.8	5	-5	-3	7
COCCNC(=O)C1(C)CCN(C(=O)/C=C/c2ccccc2)C1 (stereo not given)	-17	-2	nt	9	0.3	1	-10	-8	0
CCCCn1c(N)c(N(CCOC)C(=O)c2ccc(C)c(S(=O)(=O)N3CCOCC3)c2)c(=O)[nH]c1=O	14	-3	10	-7	-0.3	1	-3	-4	7
O=C(CN1C(=O)NC2(CCCC2)C1=O)N1CCN(S(=O)(=O)c2cccc(F)c2)CC1	-4	-4	-8	1	0.2	0	0	-3	-3
O=C(O)c1ccc(-c2nnn(Cc3cccc(C(F)(F)F)c3)n2)cc1	-19	-2	2	15	1.0	1	-21	-17	3
CCC(C)(C)NC(=O)Nc1cc(Cl)ccc1OC	6	-11	-10	19	0.4	-2	-2	-8	5
COCCCNC(=O)Cn1nnc(-c2ccc(NC(=O)c3ccccc3OC)cc2)n1	-30	-3	-9	20	1.6	1	8	-10	10
COc1ccccc1-n1cnnc1SC(C)C(=O)Nc1ccc(NC(C)=O)cc1 (stereo not given)	-10	-5	-15	0	3.5	0	0	2	1
C=CCOc1ccc(/C=C/C(=O)OCC(=O)N2CCCc3ccccc32)cc1	5	2	-35	16	3.2	0	1	4	8
O=C1C2ON(c3ccccc3)C(c3cccnc3)C2C(=O)N1c1ccc(Cl)c(Cl)c1 (stereo not given)	-6	-3	-23	20	0.3	18	13	-4	8
COc1ccc(S(=O)(=O)N(CC(=O)NC2CCCC2)c2ccccc2OC)cc1	-11	-5	-15	17	1.8	1	-4	8	0
O=S(=O)(c1ccccc1)N1N=C(c2cccs2)CC1c1ccc(F)cc1 (stereo not given)	-6	-5	-8	6	0.4	8	-1	-2	4
CC(=O)Nc1ccc(OCC(O)Cn2c3ccccc3c3ccccc32)c(C)c1 (stereo not given)	0	8	9	-18	7.2	36	65*	-9	0
COc1ccc(NC(=O)CN(C)C(=O)c2cc(-c3ccc(C)o3)nc3ccccc23)cc1	0	-1	-8	4	6.5	21	55*	5	-4
CC(=O)N(C(C)=O)c1nc(-c2ccccc2)cn1/N=C/c1ccccc1	-10	-5	-9	4	1.4	2	3	-8	2
CC(C)c1nnc(NC(=O)CS(=O)(=O)c2ccccc2)s1	-16	-9	5	21	0.8	-3	6	-6	7
O=C(Nc1cccc(Cl)c1)N1CCN(c2ncccn2)CC1	10	-3	-5	-7	1.6	8	11	-11	12
CCCCN(C(C)=O)c1c(CC)nc2ccc(C(=O)Nc3cccc(OCC(=O)N(C)C)c3)cn12	15	0	nt	-12	0.3	1	2	-17	6
COc1ccccc1S(=O)(=O)N1CCn2cccc2C1C (stereo not given)	8	-3	nt	-19	0.5	0	-16	-12	6
CCN(c1ccccc1)S(=O)(=O)c1ccc(OC)c(NC(=O)CNCC(C)O)c1 (stereo not given)	-10	-5	-21	22	1.2	1	-21	-12	6
Cc1ccc(S(=O)(=O)Cc2ccc(C(=O)N3CCCCCC3)o2)cc1	9	1	-6	8	1.6	0	-5	-10	5
COc1ccccc1C(=O)NCCC(=O)Nc1ncccc1O	-2	-1	-9	7	0.5	0	-9	-24	14
CS(=O)(=O)c1ccc(Cl)c(NC(=O)CSc2nc3ccccc3c(=O)n2Cc2ccco2)c1	5	0	-17	-18	-0.1	3	3	3	7
CCOC(=O)c1ccc(NC(=O)CN2C(=O)CCC2=O)cc1	6	0	-10	2	0.4	2	5	-2	-3
O=C(COC(=O)c1ccccc1NCCO)Nc1ccc(S(=O)(=O)NC2=NCCCCC2)cc1	-1	-4	nt	-9	-0.2	13	-17	2	4
Cc1nnc(SCC(=O)Nc2ccccc2)n(N)c1=O	-12	0	-4	9	0.9	0	-6	-11	13

2 compounds from above, reduced to TAAR1 antag, CHO parental Ca and M1 ag parental:
smiles,TAAR1 antag,CHO parental Ca,M1 ag parental
COc1ccc(Cl)cc1Nc1nc(NCCO)nc(N2CCCCC2)n1,13,-19,0.4
COc1ccc(CCN2C(=O)c3ccccc3C2(O)c2ncc[nH]2)cc1OC (stereo not given),-9,-12,-0.3

Rows are unselected; overall some 4.4% were active at least once.
